VHR inh color – VHR1 phosphatase inhibitors, primary screen, biochemical, colorimetric, HTS. Dual specificity protein phosphatase 3 (Homo sapiens), P51452. recombinant VHR phosphatase, colorimetric substrate read-out. inhibition, % at 20 µM. actives 0.7% (n = 50,000); in the data active means inhibition above about 60%; further: some results filed as inactive read as strong as hits
Target sequence (P51452 whole entry, looked up): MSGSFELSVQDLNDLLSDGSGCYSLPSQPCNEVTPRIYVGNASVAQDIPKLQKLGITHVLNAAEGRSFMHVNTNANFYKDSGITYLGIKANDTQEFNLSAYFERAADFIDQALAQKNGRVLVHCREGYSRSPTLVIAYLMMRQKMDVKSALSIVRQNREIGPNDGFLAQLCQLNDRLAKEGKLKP
Numbers without * were called inactive. Some of the compounds tested; count on the stated rates, not on these rows.

How did CN(C)c1ccc(/C=N/N=C2/NC(=O)C(Cc3ccc(Cl)cc3Cl)S2)cc1 (centres undefined) do in these assays?
VHR inh color: -13

What do the screens show for `Cc1cc(I)ccc1NC(=O)CCCOc1ccc(Cl)cc1Cl`?
VHR inh color: -23

What do the screens show for `CCC1(C)CC(CCNCc2ccc(N(C)C)cc2)(c2ccc(C)cc2)CCO1` (centres undefined)?
VHR inh color: -1

What do the screens show for `O=C(COc1ccc(F)cc1)NC(C(=O)O)C12CC3CC(CC(C3)C1)C2` (centres undefined)?
VHR inh color: -1

What do the screens show for `O=C(Nc1ccc(S(=O)(=O)Nc2nccs2)cc1)C(Cl)(Cl)Cl`?
VHR inh color: -10

What do the screens show for `COc1ccc(OC)c(NC(=O)Cc2ccccc2OC)c1`?
VHR inh color: -4

What do the screens show for `CCC1(C)CC(CC#N)(c2ccc(OC)cc2)CCO1` (centres undefined)?
VHR inh color: -16

What do the screens show for `COc1cc(C=Nc2ccc(Nc3ccccc3)cc2)ccc1OCc1ccccc1`?
VHR inh color: 2

Results for Cc1ccc(NC(=O)C2CC(O)CN2C(=O)Oc2ccccc2)c(C)c1 (centres undefined) ?
VHR inh color: -1

How did C=CCCC(=O)Nc1ccc(Br)cn1 do in these assays?
VHR inh color: -9

What do the screens show for `CC1(C)Cc2ccccc2C2=C(C(=O)N3CCOCC3)C(=O)C(=O)N21`?
VHR inh color: -35

How did O=S(=O)(CC(O)COCc1ccc(Cl)cc1)c1ccccn1 (centres undefined) do in these assays?
VHR inh color: 8

Results for Cc1occc1C(=O)NNC(=O)Nc1ccc(Cl)c(Cl)c1 ?
VHR inh color: -52

What do the screens show for `CCN(CC)S(=O)(=O)c1ccc(Cl)c(C(=O)Nc2cccc(F)c2)c1`?
VHR inh color: 15

What do the screens show for `Cc1nc(P(=O)(c2ccccc2)c2ccccc2)c(N2CCOCC2)o1`?
VHR inh color: -11

Results for COc1cc(/C=C2\C(=O)N(c3ccc(S(N)(=O)=O)cc3)N=C2C)cc(Cl)c1OC(C)C ?
VHR inh color: -3

Results for O=C(Nc1ccc(Br)cc1)C1CCCN1C(=O)OCc1ccccc1 (centres undefined) ?
VHR inh color: -20

What do the screens show for `Oc1ccc2ccccc2c1C=NN1CCN(Cc2ccccc2Cl)CC1`?
VHR inh color: 12

What do the screens show for `CC(C)Oc1ccc(Cc2c(O)[nH]c(=S)[nH]c2=O)cc1`?
VHR inh color: 11

How did O=C(CCNc1ccc(Br)cc1)c1ccc([N+](=O)[O-])cc1 do in these assays?
VHR inh color: 3

Structural class, the compounds so far with nitrogen in an aromatic ring (five)
What do the screens show for `O=C(Nc1ccc(S(=O)(=O)Nc2nccs2)cc1)C(Cl)(Cl)Cl`?
VHR inh color: -10

How did C=CCCC(=O)Nc1ccc(Br)cn1 do in these assays?
VHR inh color: -9

How did O=S(=O)(CC(O)COCc1ccc(Cl)cc1)c1ccccn1 (centres undefined) do in these assays?
VHR inh color: 8

What do the screens show for `Cc1nc(P(=O)(c2ccccc2)c2ccccc2)c(N2CCOCC2)o1`?
VHR inh color: -11

What do the screens show for `CC(C)Oc1ccc(Cc2c(O)[nH]c(=S)[nH]c2=O)cc1`?
VHR inh color: 11

Next section.
What do the screens show for `O=C(CCNc1cccc(C(F)(F)F)c1)c1ccc([N+](=O)[O-])cc1`?
VHR inh color: -9

How did CCOC(=O)C(=CNc1ccccc1[N+](=O)[O-])C(=O)OCC do in these assays?
VHR inh color: 2

How did COc1cccc(C2C3=C(CC(C)(C)CC3=O)OC3=C2C(=O)CC(C)(C)C3)c1OCC(=O)O do in these assays?
VHR inh color: -7

Results for O=c1[nH]c(=O)n(-c2ccccc2Cl)c(O)c1C=NCCCn1ccnc1 ?
VHR inh color: -18

Results for N#CCNC(=O)c1ccccc1[N+](=O)[O-] ?
VHR inh color: -24

How did Cc1onc(-c2ccccc2Cl)c1C(=O)Nc1ccc(Cl)cc1F do in these assays?
VHR inh color: 6

What do the screens show for `Cc1ccc(C2Nc3cccc4cccc(c34)N2)s1`?
VHR inh color: 2

Results for COc1cc(OC)cc(C(=O)N2CCN(C(=O)Cc3ccccc3)CC2)c1 ?
VHR inh color: 6

Results for O/N=C\c1ccc2c(c1)OCCOCCOc1cc(/C=N/O)ccc1OCCOCCO2 ?
VHR inh color: 3

Results for CCn1c2ccccc2c2cc(/C=N/NC(=O)c3cccc(Br)c3)ccc21 ?
VHR inh color: -13

What do the screens show for `CC1Oc2ccccc2C=C1/C=C1\SC(=S)N(CCc2ccccc2)C1=O` (centres undefined)?
VHR inh color: 4

How did O=C(Nc1ccccc1)c1ccccc1N=Cc1ccc(Cl)c([N+](=O)[O-])c1 do in these assays?
VHR inh color: -12

What do the screens show for `Cc1cc(NC(=O)c2nn3c(c2Cl)NC(c2ccc(Br)cc2)CC3C(F)(F)F)no1` (centres undefined)?
VHR inh color: -24

How did COc1cc(NC(=O)COc2cccc(C)c2)cc(OC)c1 do in these assays?
VHR inh color: -12

Results for O=C(CSC1=NCCS1)OCN1C(=O)c2ccccc2C1=O ?
VHR inh color: -4

What do the screens show for `COc1ccc(N2C(=O)NC(=O)/C(=C\c3c(OC)ccc4ccccc34)C2=O)cc1`?
VHR inh color: 2

Results for O=C(CN1C(=O)c2ccc([N+](=O)[O-])cc2C1=O)Nc1ccc2ccccc2c1 ?
VHR inh color: -1

How did Cc1nn(-c2ccccc2)c2sc(C(=O)N/N=C/c3cc4c(cc3[N+](=O)[O-])OCO4)cc12 do in these assays?
VHR inh color: -2

What do the screens show for `COc1cc(C(=O)NC(NC(=S)Nc2cccc([N+](=O)[O-])c2)C(Cl)(Cl)Cl)cc(OC)c1OC` (centres undefined)?
VHR inh color: -6

What do the screens show for `COc1cc(C2CC3CC2C(C)C3(C)C)ccc1O` (centres undefined)?
VHR inh color: -28

Results for CCCN(CCC)C(=O)c1ccccc1[N+](=O)[O-] ?
VHR inh color: -11

What do the screens show for `Cc1cc(C)nc(NS(=O)(=O)c2ccc(N/C=C\C(=O)c3ccc(Cl)cc3)cc2)n1`?
VHR inh color: 4

How did CCOC(=O)c1c(-c2ccc(OC)c(OC)c2)csc1N do in these assays?
VHR inh color: 98*

Results for O=C(NNC(=O)c1ccco1)Nc1ccc(Cl)c(Cl)c1 ?
VHR inh color: -10

How did Cn1cccc1CN1CCN(S(C)(=O)=O)CC1 do in these assays?
VHR inh color: -2

Results for O=C(c1ccc(F)cc1)c1ccc(N2CCCC2)cc1 ?
VHR inh color: 12

How did CS(=O)(=O)N(CC(=O)Nc1ccccc1Cl)c1cc(Cl)cc(Cl)c1 do in these assays?
VHR inh color: 8

Results for O=[N+]([O-])/C=C/c1ccccc1OCc1ccc(Cl)cc1Cl ?
VHR inh color: -13

Results for CCc1ccccc1N(CC(=O)N1CCOCC1)S(C)(=O)=O ?
VHR inh color: 2

What do the screens show for `CCCOc1ccccc1/C=C1/C(=O)NN(c2ccccc2)C1=O`?
VHR inh color: -1

What do the screens show for `O=C(N/N=C/c1cccc(O)c1)c1n[nH]c2c1CCC2`?
VHR inh color: -10

What do the screens show for `O=c1[nH]c(SC2C=CCCC2)nc2sc3c(c12)CCCC3` (centres undefined)?
VHR inh color: 5

Results for COc1ccc(CNC(=O)COc2ccc3ccccc3c2)cc1 ?
VHR inh color: 6

How did NC1=NC(=O)/C(=C/c2cc(Br)ccc2OS(=O)(=O)c2ccc([N+](=O)[O-])cc2)S1 do in these assays?
VHR inh color: -3

Results for C(=N\Nc1nc(N2CCOCC2)nc(N2CCOCC2)n1)/c1ccc2ccccc2c1 ?
VHR inh color: -20

Results for CCCOC(=O)c1c(NC(=O)c2c(-c3ccccc3)noc2C)sc2c1CCCCC2 ?
VHR inh color: -9

What do the screens show for `CCOc1ccc(NC(=O)/C(=C\c2ccccc2Cl)NC(=O)c2ccc(C)cc2)cc1`?
VHR inh color: -20

What do the screens show for `C/C(=N\OCC(=O)N/N=C/c1ccccc1O)c1cccs1`?
VHR inh color: -16

Results for CC1(C)Cc2c(sc3nc(SCCOc4ccccc4)n(Cc4ccccc4)c(=O)c23)CO1 ?
VHR inh color: -11

What do the screens show for `O=C(CSCC(=O)Nc1ccccn1)Nc1ccc2ccccc2c1`?
VHR inh color: 1

Next part; it opens with the three that closed the last part.
What do the screens show for `C/C(=N\OCC(=O)N/N=C/c1ccccc1O)c1cccs1`?
VHR inh color: -16

Results for CC1(C)Cc2c(sc3nc(SCCOc4ccccc4)n(Cc4ccccc4)c(=O)c23)CO1 ?
VHR inh color: -11

What do the screens show for `O=C(CSCC(=O)Nc1ccccn1)Nc1ccc2ccccc2c1`?
VHR inh color: 1

How did COc1ccc(CCN(C(=O)c2ccccc2)C2=CC3CCC(C2)N3C)cc1OC (centres undefined) do in these assays?
VHR inh color: -26

Results for CC1=C(C(=O)OCC2CCCO2)C(c2ccc(F)cc2)C2=C(CCCC2=O)N1 (centres undefined) ?
VHR inh color: -14

Results for N/C(=N\OC(=O)COc1ccccc1)c1ccc(Br)cc1 ?
VHR inh color: -4

How did COc1ccccc1N1CCN(/N=C(\C)c2ccc(F)cc2)CC1 do in these assays?
VHR inh color: -13

How did CCN1C(=O)/C(=C\c2cc(Cl)c(OCc3ccccc3)c(OC)c2)SC1=S do in these assays?
VHR inh color: 3

What do the screens show for `O=C(O)CNC(=O)/C(=C\c1cccs1)NC(=O)c1ccccc1`?
VHR inh color: -7

How did CN(C)CCNC(=O)C(=O)NC(c1ccccc1)c1ccccc1 do in these assays?
VHR inh color: -9

How did O=C(CSc1nc2ccccc2o1)Nc1nc2c(s1)CCCC2 do in these assays?
VHR inh color: 14

Results for CCOc1ccc(NC(=O)c2ccc(C(=O)c3ccccc3)cc2)c([N+](=O)[O-])c1 ?
VHR inh color: -4

What do the screens show for `Cc1cccc(NC(=O)CCCOc2ccccc2)c1C`?
VHR inh color: -24

Five entries picked at random from those above, as already listed:
Results for CC1=C(C(=O)OCC2CCCO2)C(c2ccc(F)cc2)C2=C(CCCC2=O)N1 (centres undefined) ?
VHR inh color: -14

Results for CCOc1ccc(NC(=O)c2ccc(C(=O)c3ccccc3)cc2)c([N+](=O)[O-])c1 ?
VHR inh color: -4

What do the screens show for `Cc1cccc(NC(=O)CCCOc2ccccc2)c1C`?
VHR inh color: -24

How did COc1ccccc1N1CCN(/N=C(\C)c2ccc(F)cc2)CC1 do in these assays?
VHR inh color: -13

How did COc1ccc(CCN(C(=O)c2ccccc2)C2=CC3CCC(C2)N3C)cc1OC (centres undefined) do in these assays?
VHR inh color: -26

Carrying on:
How did COc1cc(-c2nc3nc(C)c(Br)cc3[nH]2)ccc1O do in these assays?
VHR inh color: -30

What do the screens show for `Cc1cc(C)nc(/N=C(\N)Nc2cc(Cl)cc(Cl)c2)n1`?
VHR inh color: 18

Results for CCN(CC)CCCNC(=O)c1cc(Cl)ccc1Cl ?
VHR inh color: -18

How did CCOC(=O)CSC1=C(C#N)C(c2ccc(Br)cc2)CC(=O)N1 (centres undefined) do in these assays?
VHR inh color: -2

How did CCCC(=O)Nc1ccc(NC(=O)c2cccc3c(Br)cccc23)cc1 do in these assays?
VHR inh color: -12

Results for CN(C)c1ccc(C(=O)N2CCN(Cc3ccccc3)CC2)cc1 ?
VHR inh color: -11

What do the screens show for `CCc1ccccc1N1C(=O)/C(=C/c2cc(C)n(C)c2C)C(=O)NC1=S`?
VHR inh color: -6

How did Cc1ccc(NC(=O)/C(C#N)=C2\NC(C)(C)Cc3ccccc32)cc1 do in these assays?
VHR inh color: -23

What do the screens show for `Cc1sc2nc(SCC(=O)NCCO)n(-c3ccccc3)c(=O)c2c1C`?
VHR inh color: -17

How did O=C(CCc1ccccc1)Nc1cccc(Br)c1 do in these assays?
VHR inh color: -2

Results for O=C1CSC2(C(=O)Nc3ccccc32)N1c1cccc(Br)c1 (centres undefined) ?
VHR inh color: 5

What do the screens show for `COc1ccc(Nc2ccc([N+](=O)[O-])cc2C(=O)O)cc1`?
VHR inh color: 6

How did O=C1C=CC(=NS(=O)(=O)c2ccccc2)c2ccccc21 do in these assays?
VHR inh color: 16

What do the screens show for `CCC(=O)Nc1ccc(NC(=O)c2ccc3ccccc3c2)cc1`?
VHR inh color: -13

What do the screens show for `O=C1/C(=C/c2cccs2)SC(=S)N1Nc1ccccc1`?
VHR inh color: -3

What do the screens show for `COc1ccccc1C(=O)Nc1ccc2ccccc2c1`?
VHR inh color: -29

How did O=C(CSc1nc(O)cc(=O)[nH]1)c1ccc(O)cc1O do in these assays?
VHR inh color: 20

Results for Cc1c(/C=C2\SC(=S)NC2=O)c(=O)n(-c2ccccc2)n1C ?
VHR inh color: -4

How did OCCNc1ncc(-c2ccccc2)cn1 do in these assays?
VHR inh color: -6

How did O=C(Nc1ccc(F)cc1)/C(=C\c1ccc(Br)cc1)NC(=O)c1ccccc1F do in these assays?
VHR inh color: 4

What do the screens show for `O=C1C(=Cc2ccc(Br)cc2)C(=O)c2ccccc21`?
VHR inh color: -13

What do the screens show for `CCCN1C(=O)c2ccccc2NC1c1ccc(O)c(OCC)c1` (centres undefined)?
VHR inh color: -13

How did CCOc1ccccc1NC(=O)c1c(NC(=O)c2ccco2)sc2c1CCC2 do in these assays?
VHR inh color: -3

Results for CC1(C)C(c2cccs2)=[N+]([O-])C2(CCCCC/C2=N\O)N1O (centres undefined) ?
VHR inh color: 15

What do the screens show for `N#CC(C#N)=Cc1cccc2ccccc12`?
VHR inh color: -20

How did COc1ccccc1P(=O)(c1ccccc1)c1ccccc1 do in these assays?
VHR inh color: 3

What do the screens show for `O=C1NC(=O)/C(=C/c2c(F)cccc2Cl)S1`?
VHR inh color: -1

Results for COc1ccc(CCN2C(=O)CC(C(C)c3ccccc3)C2=O)cc1OC (centres undefined) ?
VHR inh color: -14

Results for COc1ccc(C(=O)/C=C\Nc2cc(Cl)ccc2O)c(OC)c1 ?
VHR inh color: 17

How did CCOc1cc(/C=C2\C(=O)NC(=S)N(c3cccc(Br)c3)C2=O)ccc1O do in these assays?
VHR inh color: -9

What do the screens show for `COc1ccc(Cl)cc1C(=O)N1CCOCC1`?
VHR inh color: -11

Results for Cc1cc(C)c(S(=O)(=O)NCc2ccc3c(c2)OCO3)c(C)c1 ?
VHR inh color: -10

What do the screens show for `O=C(Nc1cccc2c1C(=O)c1c(NC(=O)c3ccccc3)cccc1C2=O)c1ccccc1`?
VHR inh color: -8

What do the screens show for `O=C(Nc1nc2ccccc2n1Cc1ccccc1)c1ccccc1`?
VHR inh color: -1

High-throughput results from PubChem.
